Screens from PubChem BioAssay.
Nrf2 ARE act: activates Nrf2 signaling | AID 624171 | AREc32 ARE-luciferase reporter (MCF7-derived line), luminescence, 24 h | 410,000 compounds, 0.31% hits | Potency, µM (top dose mostly 46.1 µM), for inactives: at the top dose activation, actives largely listed as activators; further: potency means the concentration at half of the fitted maximal effect; % of control where 0% means no effect; nearly all actives have a fitted effect of over 65% in size
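Nrf2 activation is followed as ARE-luciferase induction in the AREc32 line after one day of compound treatment; luminescence is read with Steady-Glo.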
CCT modulator: cytosolic chaperonin activity modulation. activity change, % (concentration not given with the values), hits read low. 360,000 compounds, 0.3% hits. AID 651819. purified chaperonin ATPase assay, HTRF ADP detection, 30 min; in the data active means activity change below about -30%; further: on the % scale 0 is the no-effect control and ±100 the full control effect
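First, chaperonin was dispensed at 40 nM or 20 nM final depending on batch activity. Next, compounds were pinned at 76 uM and ATP added at 10 uM. After 30 min at 37 °C, ADP detection reagents ran 30 min at ambient temperature.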
Akt phos inh: Akt phosphorylation inhibition | 360,000 compounds, 0.32% hits | Neuro2A IGF-stimulated pAkt S473 HTRF, 20 min; hits give low values | activity change, % for hits at 50 µM; in the data active means activity change below about -80%; inconclusive means mostly about -51% to -80%; further: on the % scale 0 is the no-effect control and ±100 the full control effect
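Neuro2A cells in DMEM with 0.5% FBS, overnight at 37 deg C, given compound at single 50 µM final, then IGF (6 nM final) for 20 min at 37 deg C. Lysed; phospho-Akt Ser473 by HTRF after 24 h, 665/615 ratio.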
TGFb inhibitor: inhibitors of TGF-b signaling. HepG2 CAGA-GFP TGF-b/SMAD3 reporter, GFP fluorescence, 18 h; TGF-beta stimulated, 500 pg/mL final. 410,000 compounds, 1.2% hits. Potency, µM (series often up to 46.1 µM), inactives show top-dose activity, negative = inhibition, hits mostly inhibitors; further: potency means the concentration at half of the fitted maximal effect; on the % scale 0 is the no-effect control and ±100 the full control effect; nearly all actives have a fitted effect of over 65% in size
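Using HEPG2 CAGA-GFP reporter cells at 1000 cells/well, we pinned test compounds, stimulated with recombinant TGF-beta (500 pg/mL final) and measured total well GFP after 18 h.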
Nrf2 block: Nrf2 pathway inhibition | AID 504444 | Potency, µM (series often up to 46 µM), for inactives: at the top dose activity change, negative = inhibition, actives largely listed as inhibitors | A549 ARE-Fluc reporter, luciferase luminescence, 18-24 h | 360,000 compounds, 2.1% hits; further: potency means the concentration at half of the fitted maximal effect; on the % scale 0 is the no-effect control and ±100 the full control effect; nearly all actives have a fitted effect of over 60% in size
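Reporter: ARE-Fluc in A549. Exposure: 18-24 h, 37 °C, 5% CO2, 5% FBS OPTI-MEM. Readouts: fluorescent cytotoxicity (CellTiter-Fluor), then luminescent Nrf2 signal after BugLite.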
Abeta rescue: compounds reversing amyloid beta toxicity in yeast | yeast expressing A-beta42, growth rescue, OD600, 48 h; response scale: 0% DMSO, 100% iron-clioquinol control | Potency, µM (titrated, usually from 46.1 µM), for inactives: top-dose growth rescue, usual class: activators | 410,000 compounds, 0.063% hits; further: potency means the concentration at half of the fitted maximal effect; nearly all actives have a fitted effect of over 55% in size
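Growth rescue measured by 600 nm absorbance after 48 h yeast culture at 30 C with compound. Values normalized between DMSO and an equimolar ferric chloride plus clioquinol control.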
A549 tox: A549 cytotoxicity, counter-screen for Nrf2 inhibitors; Potency, µM (doses to about 46 µM), for inactives: top-dose activity change, negative = cytotoxicity, actives largely listed as inhibitors; A549 ARE-Fluc cells, CellTiter-Fluor viability, 18-24 h; 390,000 compounds, 0.16% hits; further: potency means the concentration at half of the fitted maximal effect; on the % scale 0 is the no-effect control and ±100 the full control effect
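A549 ARE-Fluc cells in 5% FBS OPTI-MEM, 5000 cells/well, rested 2 h then exposed to compounds in concentration-response for 18-24 h at 37 °C. Viability by CellTiter-Fluor fluorescence (Ex 405/Em 525) after 30 min; luciferase luminescence (BugLite, 15 min, RT) read afterwards.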
HepG2 viability: HepG2 cytotoxicity, counter-screen for TGF-b inhibitors. HepG2 CAGA-GFP viability, ATP luminescence, 18 h. Potency, µM (highest dose often 46.1 µM), inactives show at the highest dose activity change, negative = cytotoxicity, usual class: cytotoxic. 410,000 compounds, 0.76% hits. AID 588856; further: potency means the concentration at half of the fitted maximal effect; some results filed as inactive show a strong effect at the top dose
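HepG2 CAGA-GFP cells (1000/well, DMEM with 1% FBS) received compound, then TGF-beta at 500 pg/mL final, and were incubated 18 hours at 37 degrees C. Viability was read by CellTiter-Glo luminescence. Media-only wells were set as complete cell-killing and DMSO as no toxicity.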
MmCpn inh: blocks the Methanococcus maripaludis chaperonin Mm-Cpn. purified Mm-Cpn ATPase, ADP Transcreener TR-FRET. Potency, µM (highest dose often 76.9 µM), for inactives: top-dose activity, negative = inhibition, most hits filed as inhibitors. 330,000 compounds, 0.031% hits. AID 504842; further: potency means the concentration at half of the fitted maximal effect; on the % scale 0 is the no-effect control and ±100 the full control effect; nearly all actives have a fitted effect of over 80% in size
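ATP (10 uM final) was added to archaeal chaperonin (25 nM final) after 10 min exposure to test compound at 37°C; after 30 min further incubation, ADP was detected by competitive TR-FRET.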
An asterisk follows results filed as active; i = inactive; ? = inconclusive; . = no result given; [ ] = dose if it differs, or a comment. Unless noted, the call rests on the fitted dose curve; in most records, active means well fitted curve in the direction sought with a large enough effect; inconclusive means small, poorly fitted or top-dose-only effect, or another doubt; inactive means no such curve, though single readings can be large; an effect the other way counts as inactive or inconclusive.

SMILES | Nrf2 ARE act | CCT modulator | Akt phos inh | TGFb inhibitor | Nrf2 block | Abeta rescue | A549 tox | HepG2 viability | MmCpn inh
COc1cc(NC(=O)N2CCN(c3cc(-c4noc(C)n4)ccc3C)CC2)cc(OC)c1OC | 0.4% | . | . | -4% | . | -5% | 13% | -28% | .
COc1ccccc1-c1n[nH]c(=S)o1 | 0.4% | -1.2 | i | -12% | -5% | 2% | 0% | -20% | ?
Cc1ccc(C)c(N(C(=O)c2snc(C(N)=O)c2N)C(C(=O)NCC2CCCO2)c2ccc(C)o2)c1 (centres undefined) | -0.2% | -1.6 | i | ? | -20% | 0% | -10% | -21% | -1%
CC(C)COc1ccc(C(=O)N(Cc2ccco2)C2CCS(=O)(=O)C2)cc1 (centres undefined) | -0.6% | -3.8 | i | 4% | -15% | 1% | -10% | -19% | 0%
Brc1cccc(-c2nnc3sc(CNC4CCCC4)cn23)c1 | 0.0% | 0.5 | i | 7% | 2% | -10% | 6% | -2% | 0%
Cc1ccc(CNC(=O)c2ccc3c(=O)c(O)c(-c4ccc(C)cc4)[nH]c3c2)cc1 | 7.0% | 0.8 | i | ? | 21µM* | -13% | ? | -33% | 0%
O=C(COc1ccccc1F)Nc1ccc(Cl)c(-c2nc3ccccc3[nH]2)c1 | -0.9% | . | . | ? | -16% | 10% | -14% | -22% | .
CCCN(CCC)C(=O)c1ccc2nc(-c3ccc(OC)c(OC)c3)c(-c3ccc(OC)c(OC)c3)nc2c1 | 1.2% | -2.6 | i | ? | ? | -25% | -3% | -48% | -2%
CCOc1ccc(/C=N/NC(=O)C2(O)c3ccccc3-c3ccccc32)cc1 | -0.4% | -2.9 | i | -1% | 3% | -5% | 0% | -14% | -2%
O=S(=O)(c1ccc(SCc2ccc(Cl)cc2)nc1)N1CCCC1 | 0.6% | -0.3 | i | ? | ? | -14% | 4% | -14% | -2%
CCOc1ccc(NC(=O)N(Cc2c[nH]c3ccccc23)C2CCCCC2)cc1 | 7.9% | . | . | 2% | ? | 1% | 0% | -2% | .
O=C(COC(=O)C1CCC1)NCc1ccccc1 | -1.1% | -3.9 | i | -8% | -1% | 0% | -9% | 1% | -2%
Cc1cc(-c2nnc3n2N=C(c2ccc(-c4ccccc4)cc2)CS3)n[nH]1 | 11% | -0.1 | i | ? | ? | 11% | -20% | -14% | -5%
CCN1CCN(CCCOc2ccc(Cl)cc2Br)CC1 | 1.7% | 2.2 | i | -3% | 0% | -22% | 13% | 5% | -1%
Cc1ccc(NC(=O)COC(=O)Cc2ccccc2)cc1S(=O)(=O)N1CCOCC1 | 0.3% | -2.9 | i | 8% | -8% | 7% | 14% | 3% | 0%

Another view of part of the listing above.
Value order: Nrf2 ARE act	CCT modulator	Akt phos inh	TGFb inhibitor	Nrf2 block	Abeta rescue	A549 tox	HepG2 viability	MmCpn inh
- CCOc1ccc(/C=N/NC(=O)C2(O)c3ccccc3-c3ccccc32)cc1
  -0.4%	-2.9	i	-1%	3%	-5%	0%	-14%	-2%
- O=S(=O)(c1ccc(SCc2ccc(Cl)cc2)nc1)N1CCCC1
  0.6%	-0.3	i	?	?	-14%	4%	-14%	-2%
- CCOc1ccc(NC(=O)N(Cc2c[nH]c3ccccc23)C2CCCCC2)cc1
  7.9%	.	.	2%	?	1%	0%	-2%	.
- O=C(COC(=O)C1CCC1)NCc1ccccc1
  -1.1%	-3.9	i	-8%	-1%	0%	-9%	1%	-2%
- Cc1cc(-c2nnc3n2N=C(c2ccc(-c4ccccc4)cc2)CS3)n[nH]1
  11%	-0.1	i	?	?	11%	-20%	-14%	-5%
- CCN1CCN(CCCOc2ccc(Cl)cc2Br)CC1
  1.7%	2.2	i	-3%	0%	-22%	13%	5%	-1%

More compounds:
SMILES | Nrf2 ARE act | CCT modulator | Akt phos inh | TGFb inhibitor | Nrf2 block | Abeta rescue | A549 tox | HepG2 viability | MmCpn inh
CC(C)c1nnc(NC(=O)C2c3ccccc3Oc3ccccc32)s1 | 0.3% | -2.2 | i | 1% | -9% | 15% | -6% | -27% | 2%
O=C(OCC(=O)N1CCCCC1)c1cc(NS(=O)(=O)c2ccc(Cl)c([N+](=O)[O-])c2)ccc1O | ? | 3.7 | i | ? | 8% | 10% | -1% | -53% | 1%
COC(=O)c1c(CSc2cccc(C)c2)noc1C(=O)NCc1ccco1 | 6.7% | -0.4 | i | -18% | -27% | -27% | 1% | -25% | -2%
Cc1ccc(C(=O)O/N=C(\N)c2cccc([N+](=O)[O-])c2)cc1 | ? | -2.3 | i | -3% | ? | -6% | -7% | -2% | 1%
O=C(CSc1nnc(-c2ccncc2)n1Cc1ccco1)Nc1nc(-c2ccccc2)cs1 | 0.5% | -14 | i | -8% | 13µM* | 8% | ? | -29% | 3%
O=C(CSc1nnnn1-c1ccccc1)N1CCCc2ccccc21 | -0.4% | -0.6 | i | 10% | 4% | -5% | -1% | 5% | -1%
COC(=O)Nc1ccc(S(=O)(=O)N2c3ccccc3CCC2C)cc1 (centres undefined) | 0.5% | -2.9 | i | ? | ? | 6% | 0% | -16% | 3%
CCCCc1nnc(NC(=O)CSCc2cc(=O)n3cc(C)sc3n2)s1 | -0.5% | -1.1 | i | -9% | -17% | 2% | 0% | -18% | -2%
COc1ccc(C2=NN(S(=O)(=O)c3ccccc3)C(c3ccccc3)C2)cc1 (centres undefined) | 1.3% | 0.5 | i | 3% | -19% | 20% | ? | 0% | ?
COc1ccc(/C(C)=N/NC(=O)c2ccc3nc[nH]c3c2)cc1 | 6.1% | -0.3 | i | 18% | 1% | 8% | 0% | 6% | 0%
COc1ccc(C(CCNCc2ccc(OC(C)C)cc2)C(C)C)cc1 (centres undefined) | 8.0% | -0.8 | i | ? | -3% | 9% | -11% | 22µM* | -1%
O=C(Nc1ccc(Cl)cc1)C1CC(=O)n2c(nc3ccccc32)N1 (centres undefined) | -0.3% | -0.2 | i | -3% | 0% | -12% | 1% | -1% | 0%
COc1cccc(/C=C2\SC(=O)N(CCC(=O)N3CCC(C(=O)O)CC3)C2=O)c1 | -0.4% | -2.3 | i | 12% | -23% | 10% | -1% | 7% | -1%
COc1ccccc1CNC(=O)CCC1N=C2c3ccccc3N=C(SCC(=O)Nc3ccc(F)cc3)N2C1=O (centres undefined) | -0.7% | . | . | 41%[activator] | . | -12% | -10% | -6% | .
CCOC(=O)c1c(C2COc3ccccc3O2)csc1NC(=O)c1ccco1 (centres undefined) | -1.1% | 2.2 | i | -13% | . | -24% | 2% | 12% | 1%
COc1ccc(CCNS(=O)(=O)c2cccc3cccnc23)cc1OC | 0.0% | 0.8 | i | 11% | -11% | ? | 13% | 21% | 0%
CCOc1ccc(-n2cc(-c3ccccc3)c3c(SC(C)C(=O)OC)ncnc32)cc1 (centres undefined) | 0.1% | -1.0 | i | -2% | -14% | 14% | 6% | -37% | -2%
Cc1ccc(C)c(C(=O)Nc2ccncc2)c1 | -0.1% | 2.9 | i | -18% | ? | 0% | -4% | 3% | 1%
COc1ccc(-c2ccc(C(=O)NCC3CC3)c3occc23)c(C)c1 | 0.0%[9.22 µM] | 2.4 | i | -24% | . | -35%[inhibitor] | . | -22% | .
O=S1(=O)c2ccccc2N(Cc2cccc(F)c2)c2ccccc21 | -1.2% | . | . | -11% | ? | -4% | 7% | -8% | .
O=C(CCS(=O)(=O)Cc1ccccc1)N1CCN(c2ccccc2)CC1 | -0.6% | -0.4 | i | 29% | -11% | 9% | -5% | -15% | 1%
CC(Sc1ccsc1[N+](=O)[O-])C(=O)N1CCN(c2ccccn2)CC1 (centres undefined) | 0.7% | -2.1 | i | 4% | -12% | 0% | -8% | -9% | 1%
O=C1CC(c2ccccc2)Cc2nc(NCc3ccco3)ncc21 (centres undefined) | 3.1% | -2.2 | i | -18% | -15% | -2% | 0% | -21% | -6%
CCCCCCCCCCCCC(=O)CCCCC(=O)O | 0.2% | 1.1 | i | -6% | -19% | 4% | 7% | 0% | .
CN(C(=O)Cn1cnc2ccccc2c1=O)C1CCS(=O)(=O)C1 (centres undefined) | 2.2% | -3.8 | i | 15% | 5% | 8% | 16% | -28% | 0%
CC1CN(C(=S)Nc2ccc(Br)cc2)CC(C)O1 (centres undefined) | 3.6% | -2.0 | i | -2% | -5% | ? | 2% | -30% | -2%
CCN(CC)S(=O)(=O)c1cc(NC(=O)CSc2nnc(N)s2)ccc1C | -0.9% | -2.3 | i | -14% | 3% | -22% | -3% | -19% | 0%
O=C(NCCCN1CCOCC1)[C@@H]1CSC2c3ccccc3C(=O)N21 (some centres undefined) | 0.0% | -1.3 | i | 17% | 15% | 4% | 2% | 0% | 1%
O=C(NCC(c1cccnc1)N1CCOCC1)c1ccc2c(c1)OCO2 (centres undefined) | -0.5% | 0.1 | i | -3% | ? | 5% | -6% | -2% | 1%
CCOC(=O)C1CCCN(C(=O)c2oc3ccccc3c2C)CC1 (centres undefined) | 0.2%[9.22 µM] | -0.1 | i | 7% | . | 14% | . | 6% | .
C/C(=N\NC(=O)Cc1ccc(Cl)cc1)c1ccc(F)cc1 | -0.1% | -1.7 | i | 29% | -18% | -9% | -2% | 0% | 3%
CCN(CC)C(=O)Cn1cc(S(=O)(=O)CC(=O)N2CCOCC2)c2ccccc21 | 0.2% | -2.3 | i | 7% | -21% | -8% | 0% | -5% | .
CC(=C/c1ccccc1)/C=N/NC(=O)c1ccccn1 | -2.1% | 0.5 | i | 20% | ? | -5% | 0% | -44% | -1%
O=C(COc1ccc(Br)cc1Cl)Nn1cnnc1 | -0.1% | -0.6 | i | 6% | -1% | -1% | 8% | -4% | 2%
